High-throughput results from PubChem BioAssay.
Yeast eIF2B = eIF2B (yeast) activity modulation; S. cerevisiae eIF2B-epsilon R284H, GCN4-lacZ luminescence; inhibition, % at 25 µM (by protocol); 27,000 compounds, 0.91% hits; AID 688;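 active = mutant luminescence inhibited past about 50% while wild type luminescence and mutant growth stay under set limits, limit read from the data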; note: some compounds called inactive have numbers as strong as hits
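System: Yeast eIF2B-epsilon R284H mutant carrying GCN4–beta-galactosidase fusion | Read-out basis: Percent inhibition, luminescence and growth | Compound: 25 µM single dose | Times: 16 h at 30 °C exposure | Measured by: Luminescence and A595 | Buffer or medium: YPD medium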
Yeast growth tox = Compounds toxic to wild-type S. cerevisiae growth; growth inhibition, % at 25 µM (by protocol); AID 685; 30,000 compounds, 0.3% hits; A595 turbidity, 16 h;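 active = mutant and wild-type yeast strains alike exhibit over 30% growth inhibition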;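 note: 0% = untreated cell controls and 100% = YPD media blanks without cells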
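Incubation: 16 h growth with compound, 30 °C; Material: S. cerevisiae wild-type or eIF2Bepsilon-R284H mutant strain; Signal: turbidity measured as absorbance at 595 nm; Medium: YPD yeast growth medium; Measure: growth inhibition (%) versus cell controls and blanks; Doses: 25 µM single dose.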
Yeast growth tox inhibition % = second read-out of Yeast growth tox, no call of its own (marks repeat the call); growth inhibition, %; S. cerevisiae eIF2Bepsilon-R284H mutant growth, A595 turbidity, 16 h;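 each compound tested once at 25 µM; 0% equals untreated cells and 100% equals cell-free medium blanks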
Yeast eIF2B mutant toxicity = recorded beside Yeast eIF2B, whose call it bears; growth inhibition, %; measured here: mutant yeast growth, toxicity;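 each compound tested once at 25 µM; zero equals untreated control growth and 100 equals blank medium absorbance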
Starred values were filed as active, the others as inactive; / = no result given. The list is partial; the hit share may differ from the screen's.

1. CCn1c2ccccc2c2nnc(SCC(=O)Nc3cc(C)on3)nc21
2. O=C(CSc1nc2ccccc2c(=O)n1NC(=O)Cc1ccccc1)NCc1ccco1
3. CCOC(=O)CNc1c(-c2ccc(Cl)cc2)nc2cnccn12
4. CCCN(CCC)CCCNC(=O)c1ccc2c(c1)N(CC)C(=O)c1ccccc1S2=O (stereo unspecified)
5. Fc1ccc(CSc2nc3ccccc3[nH]2)cc1
6. CCOC1CCCCC1NS(=O)(=O)c1ccc(Cl)cc1 (stereo unspecified)
7. O=C(NC1CCCCC1)C1Cc2ccccc2CN1S(=O)(=O)c1ccc(F)cc1 (stereo unspecified)
8. Cc1onc(-c2ccccc2)c1-c1nc2ccccc2c(=O)o1
9. CCN(CC)CCn1c(NCc2cc(OC)ccc2OC)nc2ccccc21
10. COc1ccc(CC(=O)NNC(=S)Nc2ccc(Br)cc2)cc1

screen / no.	1	2	3	4	5	6	7	8	9	10
Yeast eIF2B	23	28	-6	21	22	20	-33	23	-8	/
Yeast eIF2B mutant toxicity	-25	4	-19	9	18	12	-8	11	/	/
Yeast growth tox	-29	6	7	19	8	5	-2	12	/	-4
Yeast growth tox inhibition %	-25	4	-19	9	18	12	-8	11	/	11

11. Cc1ccc(NC(=O)C2COc3ccccc3O2)nc1 (stereo unspecified)
12. COc1ccc(C)cc1N(C(=O)CNC(=O)c1ccco1)C(C(=O)NC1CCCC1)c1cccnc1 (stereo unspecified)
13. O=C(NCCCN1CCCC1)c1ccc(CSCc2cccc(Cl)c2)o1
14. CCCCCCc1ccc(OCC(=O)O)cc1OCC(=O)O
15. COc1ccc(CCNC(=O)c2nn(C)cc2Cl)cc1
16. Cc1ccccc1CNC(=O)c1ccccc1C
17. CCOC(=O)c1c(-c2ccccc2)oc2ccc(OC)cc12
18. Cc1cccc(-c2cc3nc(-c4ccccc4)cc(N4CCC5(CC4)OCCO5)n3n2)c1
19. O=C(OCC(=O)N1CCN(C(=O)c2ccco2)CC1)c1sc2cc(F)ccc2c1Cl
20. CC(C)c1ccc(S(=O)(=O)c2n[nH]n3c2nc(=O)c2ccccc23)cc1

screen / no.	11	12	13	14	15	16	17	18	19	20
Yeast eIF2B	/	-5	30	16	14	/	/	14	24	10
Yeast eIF2B mutant toxicity	/	4	10	11	6	/	/	/	21	7
Yeast growth tox	8	8	14	10	3	13	4	/	8	-3
Yeast growth tox inhibition %	26	4	10	11	6	18	5	/	21	7

21. COc1ccc2c(c1)CCc1c(C(=O)Nc3c(C)nn(Cc4ccccc4)c3C)noc1-2
22. CCC(=O)Nc1cccc(NC(=O)CN2CCN(c3ccccc3OC)CC2)c1
23. Cc1cccc(C2NS(=O)(=O)N=C2N)c1 (stereo unspecified)
24. S=C(Nc1ccccn1)c1ccccn1
25. c1ccc(-n2nc3c(ccc4cnnc43)[nH]2)cc1
26. COC(=O)COc1ccc(S(=O)(=O)N2CCc3ccccc3C2)cc1C
27. COc1ccc(NC(=O)C2=C(C)C(=O)OC23CCC(C)CC3)cc1Cl (stereo unspecified)
28. Cc1ccccc1-n1cnc2cc(NCc3cccs3)ccc21
29. CCN(CC)CCn1c(-c2ccccc2)nc(=S)c2c1CC(C)(C)OC2
30. CC(=O)c1ccc2c3c(ccc(O)c13)CC2

screen / no.	21	22	23	24	25	26	27	28	29	30
Yeast eIF2B	/	15	31	29	-2	14	17	27	/	-3
Yeast eIF2B mutant toxicity	/	/	/	-9	5	3	6	-24	/	/
Yeast growth tox	-12	/	24	6	-16	18	12	-55	14	18
Yeast growth tox inhibition %	-5	/	0	-9	5	3	6	-24	10	0

31. CN=C(Nc1cc(C)nn1-c1ccccc1)c1ccc(F)cc1
32. CN(CCOC(=O)c1ccc2c(c1)OCCO2)C(C)(C)C
33. Cn1cnnc1SCC(=O)N1CCc2ccccc21
34. CC(=O)Nc1cccc(NC(=O)c2c(-c3c(Cl)cccc3Cl)noc2C)c1
35. COCC(=O)Nc1ccc(Br)cc1
36. Fc1ccccc1/C=N/n1cnnc1
37. CCOC(=O)Cc1csc(NC(=O)c2ccc(NC(C)=O)cc2)n1
38. CCN1CCCC1CNC(=O)COc1cc(=O)n(C)c2ccccc12 (stereo unspecified)
39. O=S(=O)(NCC1CCCO1)c1cccc(S(=O)(=O)N2CCCC2)c1 (stereo unspecified)
40. COc1cccc(CNC(=O)C2CCN(S(=O)(=O)c3ccccc3)CC2)c1

screen / no.	31	32	33	34	35	36	37	38	39	40
Yeast eIF2B	10	-2	19	15	-24	24	10	23	-5	5
Yeast eIF2B mutant toxicity	9	/	5	-5	-10	14	/	3	/	13
Yeast growth tox	-7	/	7	24	-12	11	/	6	/	-8
Yeast growth tox inhibition %	9	/	5	-5	-10	14	/	3	/	13

41. CC(C)(C)NS(=O)(=O)c1ccc(N2C(=O)c3ccccc3C2=O)cc1
42. COc1ccc2nc(SCC(=O)O)nc(C)c2c1
43. CCCCCn1c(SCC#N)nc2cc(C(=O)NCC3CCCO3)ccc2c1=O (stereo unspecified)
44. O=Cc1c(Sc2ccccn2)nc2ccccn2c1=O
45. CC1(C)Cc2c(c(N3CCOCC3)nc3snc(Br)c23)CO1
46. Cc1nnc(SCC(=O)NC2CCCC2)s1
47. COc1cc(CNC2CCC(C)C2)cc(OC)c1 (stereo unspecified)
48. CCN(C(C)=O)c1nnc(CSc2nc3ccccc3s2)s1
49. CC(C)Cc1[nH]c(=O)c(C#N)c2c1COC(C)(C)C2
50. CC(=O)c1c(C)[nH]c(C(=O)NCc2ccccc2Cl)c1C

screen / no.	41	42	43	44	45	46	47	48	49	50
Yeast eIF2B	/	10	22	20	-6	3	19	7	14	2
Yeast eIF2B mutant toxicity	/	14	11	9	/	8	/	9	21	-20
Yeast growth tox	22	6	-4	-18	/	10	5	6	9	5
Yeast growth tox inhibition %	13	14	11	9	/	8	0	9	21	-20

51. CC(=O)N(Cc1cc(=O)[nH]c2ccccc12)c1cccc(C)c1
52. Clc1ccc(Nc2nc(-c3cccnc3)cs2)cc1
53. O=C(NCC1CCCO1)C(C(=O)c1ccccc1)n1ccccc1=O (stereo unspecified)
54. CCC(C)(C(=O)NC1CCCCC1)N(Cc1cccs1)C(=O)Cc1cccs1 (stereo unspecified)
55. CCOC(=O)Cc1[nH]nc2c1C(c1cccc(OC)c1OC)C(C#N)=C(N)O2 (stereo unspecified)
56. COC(=O)c1ccc(C(=O)Nc2ccc(N)cc2N)cc1
57. COc1cccc(-n2nnc3c(=O)n(Cc4ccccc4F)cnc32)c1
58. O=C(CSc1nnc(Cn2nnc3ccccc32)o1)N(Cc1ccc(F)cc1)c1ccccc1
59. CC12CCC(C(=O)NCCCN3CCOCC3)(OC1=O)C2(C)C (stereo unspecified)
60. COc1ccccc1N1CCN(S(=O)(=O)c2ccccc2)CC1

screen / no.	51	52	53	54	55	56	57	58	59	60
Yeast eIF2B	5	20	21	/	29	-38	20	-6	15	22
Yeast eIF2B mutant toxicity	-10	20	-5	/	-4	-7	4	17	-14	-7
Yeast growth tox	11	5	-5	13	2	42	11	-1	-11	2
Yeast growth tox inhibition %	-10	20	-5	10	-4	-7	4	17	-14	-7

61. O=C(CN1CCc2ccccc2C1)N1CCN(S(=O)(=O)c2ccccc2)CC1
62. O=c1ccc(Oc2nc(N3CCOCC3)nc(N3CCOCC3)n2)nn1-c1ccccc1
63. COc1ccc2[nH]c(=O)c(CN(Cc3nnnn3Cc3ccc(F)cc3)CC3CCCO3)cc2c1 (stereo unspecified)
64. Cc1cc(C)n(C(=O)COc2ccc(Cl)cc2Cl)n1
65. CCOc1ccc(C(=O)C2CCN(C(=O)c3ccccc3C(=O)O)CC2)cc1
66. COc1ccccc1C(=O)Nc1cc2cc(Br)ccc2oc1=O
67. COCCOC(=O)C1=C(C)NC2=C(C(=O)CCC2)C1c1ccc2c(c1)OCO2 (stereo unspecified)
68. Cc1cc(=O)oc(C)c1C(=O)OCC(=O)c1ccc(Cl)c(Cl)c1
69. CCCS(=O)(=O)N1CCN(C(=O)COc2ccc(OC)cc2)CC1
70. COc1ccc(C2CC(=O)NC3=C2C(=O)CCC3)cc1Cl (stereo unspecified)

screen / no.	61	62	63	64	65	66	67	68	69	70
Yeast eIF2B	21	18	5	39	17	7	12	-42	/	30
Yeast eIF2B mutant toxicity	-3	-5	4	/	10	-8	11	-6	/	5
Yeast growth tox	15	27	-12	/	1	0	8	-11	6	4
Yeast growth tox inhibition %	-3	-5	4	/	10	-8	11	-6	3	5

Compound profiles, from the list above. Order of screens: Yeast eIF2B	Yeast eIF2B mutant toxicity	Yeast growth tox	Yeast growth tox inhibition %
Profile of O=Cc1c(Sc2ccccn2)nc2ccccn2c1=O → 20	9	-18	9
Profile of Cc1cccc(-c2cc3nc(-c4ccccc4)cc(N4CCC5(CC4)OCCO5)n3n2)c1 → 14	/	/	/

Next compounds
71. O=C(Nc1ccccc1N1CCOCC1)c1ccc(Br)o1
72. Cc1[nH]c2ccccc2c1C(=O)CSc1nncn1C
73. CCOC(=O)c1ccc(NC(=O)CSc2nnc(CNc3ccc(C)cc3)n2C)cc1
74. CC(C)(C)n1nnnc1C(c1cccs1)N1CCN(c2ccccc2)CC1 (stereo unspecified)
75. O=C(Nc1ccc(Cl)cn1)c1ccccc1F
76. CCn1cc(Br)c(C(=O)Nc2cccc(Cl)c2)n1
77. CCOC(=O)N1CCN(C(=O)Cn2c(=O)sc3ccccc32)CC1
78. CCOC(=O)/C(C#N)=C1/SC(CCO)C(=O)N1c1ccccc1 (stereo unspecified)
79. CC1(C)CC(=O)C(C=NCc2cccnc2)=C(O)C1
80. O=C(CSCc1c(Cl)cccc1Cl)NCc1ccco1

screen / no.	71	72	73	74	75	76	77	78	79	80
Yeast eIF2B	-3	12	10	-56	27	20	/	22	-3	/
Yeast eIF2B mutant toxicity	-5	/	-14	-9	-50	-9	/	-27	7	/
Yeast growth tox	2	2	-23	5	10	14	30	13	7	-2
Yeast growth tox inhibition %	-5	0	-14	-9	-50	-9	-7	-27	7	7

81. COC(=O)c1cccc(S(=O)(=O)N2CCC(C)CC2)c1
82. CCOC(=O)C1=C(O)C(Nc2nc3ccccc3s2)(C(F)(F)F)N=C1C (stereo unspecified)
83. COc1ccc(-n2c(C)nc3cc(C(=O)NCCN4CCOCC4)ccc32)cc1
84. Clc1ccc2nc(N3CCCCC3)sc2c1
85. O=C(Nc1ccc(N2CCOCC2)cc1)c1cccc(S(=O)(=O)N2CCC(Cc3ccccc3)CC2)c1
86. COc1ccc(-c2cc(C(F)(F)F)nc(SCC(=O)NCc3ccco3)n2)cc1OC
87. C=CCSc1nsc(N)n1
88. CC(=O)OC(C(=O)n1nc(C)cc1C)c1ccccc1 (stereo unspecified)
89. COc1ccc(-c2ncncc2-c2csc(C)n2)c(O)c1
90. Cc1cc(C(=O)N2CCN(C(=O)C3CCCO3)CC2)no1 (stereo unspecified)
91. CCC(=O)N1CCCn2c1nc1ccccc12

screen / no.	81	82	83	84	85	86	87	88	89	90	91
Yeast eIF2B	7	25	/	21	/	20	9	26	-2	/	15
Yeast eIF2B mutant toxicity	15	-5	/	11	/	/	11	-11	/	/	8
Yeast growth tox	3	5	17	6	-8	7	6	13	30	-11	5
Yeast growth tox inhibition %	15	-5	8	11	11	0	11	-11	0	4	8

Limited to Yeast eIF2B mutant toxicity, Yeast growth tox inhibition % and Yeast eIF2B (5 entries from above):
cpd	Molecule	Yeast eIF2B mutant toxicity	Yeast growth tox inhibition %	Yeast eIF2B
90	Cc1cc(C(=O)N2CCN(C(=O)C3CCCO3)CC2)no1 (stereo unspecified)	/	4	/
86	COc1ccc(-c2cc(C(F)(F)F)nc(SCC(=O)NCc3ccco3)n2)cc1OC	/	0	20
89	COc1ccc(-c2ncncc2-c2csc(C)n2)c(O)c1	/	0	-2
88	CC(=O)OC(C(=O)n1nc(C)cc1C)c1ccccc1 (stereo unspecified)	-11	-11	26
83	COc1ccc(-n2c(C)nc3cc(C(=O)NCCN4CCOCC4)ccc32)cc1	/	8	/
